# Screening data deposited in PubChem BioAssay by National Center for Advancing Translational Sciences (NCATS).
# BRCT inh red – qHTS Assay for Inhibitors of BRCT-Phosphoprotein Interaction (Red Fluorophore); AID 892, 2007; 75,000 tested, 0.03% active; Potency, µM (doses to about 76.9 µM), for inactives: at the top dose activity change, negative = inhibition, actives largely listed as inhibitors; BRCT-phosphopeptide binding, red fluorescence polarization; Breast cancer type 1 susceptibility protein (Homo sapiens), P38398; note: % is set by controls: 0 for no effect and ±100 for the full control effect
#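 Rhodamine-labelled pBACH1 10-mer (100 nM) bound to BRCT domain (100 nM) at pH 7.3; compounds incubated 12 min room temperature, polarization read. Free peptide defines full inhibition; unlabelled decapeptide titrated as control.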
# BRCT inh green – qHTS Assay for Inhibitors of BRCT-Phosphoprotein Interaction (Green Fluorophore) | BRCA1 BRCT-phosphopeptide binding, green fluorescence polarization | Potency, µM (series often up to 76.9 µM), for the others: at the highest dose activity change, negative = inhibition, usual class: inhibitors | 75,000 tested, 0.05% active | AID 875, 2007;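 note: potency is the fitted concentration of half-maximal effect; plate controls were peptide without protein for full effect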
#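 Compounds were incubated for 12 min at room temperature with a complex of 100 nM fluorescein-tagged pBACH1 decapeptide and 250 nM His-tagged BRCT protein. Buffer was phosphate pH 7.3 with EDTA, DTT and Tween 20. Disruption of binding lowers the polarization signal.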
# HADH2 inh – qHTS Assay for Inhibitors of HADH2 (Hydroxyacyl-Coenzyme A Dehydrogenase, Type II). Potency, µM (titrated, usually from 57.1 µM), for inactives: at the highest dose activity change, negative = inhibition, most hits filed as inhibitors. AID 886, 2007. 73,000 tested, 3.4% active. 3-hydroxyacyl-CoA dehydrogenase type-2 (Homo sapiens), Q99714. recombinant HADH2, NADH fluorescence, beta-hydroxybutyryl-CoA; note: potency is the fitted concentration of half-maximal effect; % is set by controls: 0 for no effect and ±100 for the full control effect; nearly all actives have a fitted effect of over 60% in size; many of its hits are not listed in these tables
# Target sequence (Q99714 whole entry, looked up, one chain of several): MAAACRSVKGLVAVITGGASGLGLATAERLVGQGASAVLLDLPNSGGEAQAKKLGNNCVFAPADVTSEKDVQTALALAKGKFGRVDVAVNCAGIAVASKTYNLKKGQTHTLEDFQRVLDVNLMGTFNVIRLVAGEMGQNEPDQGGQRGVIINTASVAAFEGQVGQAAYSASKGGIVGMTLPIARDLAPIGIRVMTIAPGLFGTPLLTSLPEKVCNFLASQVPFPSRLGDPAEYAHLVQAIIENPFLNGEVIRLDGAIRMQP
#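 E. coli-expressed His-tagged HADH2 tested at 20 nM in alkaline Tris buffer (pH 9.0); oxidation of 90 uM beta-hydroxybutyryl-CoA with 1 mM NAD+ tracked fluorimetrically for 4 min.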
# DNA Pol III inh – qHTS Assay for Inhibitors of DNA Polymerase III Holoenzyme System; reconstituted DNA polymerase III holoenzyme replication, biochemical; 71,000 tested, 0.25% active; Potency, µM (series often up to 57.1 µM), for the others: at the top dose activity change, negative = inhibition; note: potency is the fitted concentration of half-maximal effect; % is set by controls: 0 for no effect and ±100 for the full control effect
#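 Reconstituted *E. coli* holoenzyme (0.35 nM Pol III, 1 nM beta, 154 nM SSB, 2 nM primase) was preincubated with compound for 15 min at RT. Synthesis on 1.4 nM ssM13Gori ran 35 min, then was stopped with PicoGreen/EDTA and read as dsDNA fluorescence.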
# USP2a inhib – qHTS Assay for Inhibitors of Ubiquitin-specific Protease USP2a | Potency, µM (top dose mostly 38.3 µM), without a hit: top-dose activity change, negative = inhibition, actives largely listed as inhibitors | Ubiquitin carboxyl-terminal hydrolase 2 (Homo sapiens), O75604 | USP2a enzymatic assay, qHTS inhibition | AID 927, 2007 | 60,000 tested, 0.1% active;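 note: potency is the fitted concentration of half-maximal effect; nearly all actives have a fitted effect of over 60% in size; plate controls were DMSO for no effect and NEM full inhibition control for full effect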
# Target sequence (O75604 whole entry, looked up): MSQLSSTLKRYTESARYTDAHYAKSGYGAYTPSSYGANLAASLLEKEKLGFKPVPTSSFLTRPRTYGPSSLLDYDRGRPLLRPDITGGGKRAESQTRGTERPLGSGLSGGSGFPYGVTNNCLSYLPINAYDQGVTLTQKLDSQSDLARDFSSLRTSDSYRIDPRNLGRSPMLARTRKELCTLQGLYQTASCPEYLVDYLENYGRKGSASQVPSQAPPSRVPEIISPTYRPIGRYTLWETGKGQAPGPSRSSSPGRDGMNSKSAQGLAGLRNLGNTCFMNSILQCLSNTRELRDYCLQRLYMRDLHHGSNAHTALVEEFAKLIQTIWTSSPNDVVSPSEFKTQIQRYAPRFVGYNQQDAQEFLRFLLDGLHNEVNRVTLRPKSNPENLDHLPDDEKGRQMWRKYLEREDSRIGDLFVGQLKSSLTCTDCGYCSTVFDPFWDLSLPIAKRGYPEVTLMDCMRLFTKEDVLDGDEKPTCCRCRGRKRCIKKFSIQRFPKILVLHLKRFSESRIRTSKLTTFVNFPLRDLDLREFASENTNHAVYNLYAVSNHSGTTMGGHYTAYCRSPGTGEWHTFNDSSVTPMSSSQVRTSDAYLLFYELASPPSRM
#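 USP2 core (20 nM final) was preincubated with compound for 30 min at RT in 20 mM Tris-HCl pH 8.0, 2 mM CaCl2, 2 mM beta-mercaptoethanol; Ub-PLA2 (20 nM) plus NBD C6-HPC (20 uM) then added, fluorescence read after 2.5 h.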
# 15-hLO inh – qHTS Assay for Inhibitors of 15-hLO (15-human lipoxygenase); Polyunsaturated fatty acid lipoxygenase ALOX15 (Homo sapiens), P16050; purified 15hLO-1, xylenol orange hydroperoxide absorbance; Potency, µM (top dose mostly 57.1 µM), for inactives: top-dose activity change, negative = inhibition, hits mostly inhibitors; 74,000 tested, 1.4% active; AID 887, 2007; note: potency is the fitted concentration of half-maximal effect; % is set by controls: 0 for no effect and ±100 for the full control effect; nearly all actives have a fitted effect of over 55% in size
#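 Quantitative HTS in 25 mM Hepes pH 7.5 containing 0.01% Triton X-100: human 15hLO-1 at 40 nM, arachidonic acid at 50 uM, 6 min turnover. Product quantified via ferrous oxidation/xylenol orange, 573:405 nm absorbance ratio.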
# Ub-GFP proteasome – Ubiquitin-GFP Assay | AID 526, 2006 | Ubiquitin-GFP reporter cells, proteasome inhibition, GFP fluorescence; response scale: untreated = 0%, 10 µM MG-132 = 100% | Potency, µM (series often up to 45.9 µM), for inactives: at the highest dose activation (GFP accumulation), hits mostly activators | 67,000 tested, under 10 active; active = well fitted activation curve with a large enough effect, not every such curve was filed as active; inconclusive = small, poorly fitted or top-dose-only effect, or another doubt; inactive = no such curve, though single readings can be large or run the other way; note: potency is the fitted concentration of half-maximal effect
#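 U2OS Ub(G76V)-GFP reporter; O/N plating, 0.5% FBS; cpd 46 uM–2.9 nM, 4 h, 37 °C; GFP+ cell count, 488/515 nm; norm. to basal vs 10 uM MG-132; CRC fit.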
# Hsp90 Hop PPI – qHTS Assay for Disrupters of an Hsp90 Co-Chaperone Interaction; Hsp90 C-terminal peptide / TPR2A (Hop) interaction, human; AlphaScreen TPR2A-His6 binding biotin-Hsp90 C-terminal peptide; Potency, µM (series often up to 57 µM), inactives show at the top dose activity change, negative = inhibition; 71,000 tested, 0.44% active; active = well fitted curve in either direction with a large enough effect; inconclusive = small, poorly fitted or top-dose-only effect, or another doubt; note: potency is the fitted concentration of half-maximal effect; % is set by controls: 0 for no effect and ±100 for the full control effect; many of its hits are not listed in these tables
# CRE Fsk mod – Cell signaling CRE-BLA (Fsk stim); Potency, µM (top dose mostly 38.2 µM), for the others: at the top dose activity change, negative = inhibition, usual class: activators; CHO CRE-bla reporter (cAMP response element driving beta-lactamase), forskolin EC10, beta-lactamase ratio; AID 662, 2007; 71,000 tested, 2.5% active; active = well fitted activation curve with a large enough effect in the signal ratio, with a control signal flat, not every such curve was filed as active; inconclusive = small, poorly fitted or top-dose-only effect, or effect the other way, or a change in a side signal; the % refers to the signal ratio; note: potency is the fitted concentration of half-maximal effect; % of control where 0% means no effect
#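 Cells were plated overnight at 37 °C, exposed to compound titrations plus EC10 NKH 477 for 3 h, then given CCF4 dye for 2 h at room temperature. Blue/green (460/530 nm) ratio was converted to %Activity and AC50 values calculated.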
# HBB splice mod – qHTS Assay for Modulators of Hemoglobin Beta Chain Splicing | 65,000 tested, 0.06% active | Potency, µM (titrated, usually from 46.1 µM), for inactives: at the highest dose activation, most hits filed as activators | HBB splicing reporter cell assay, activation; EGFP reporter with mutant IVS2-654 intron; response scale: normalised to 500 nM splice-correcting PNA; note: potency is the fitted concentration of half-maximal effect; 0% is about no effect
#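 HeLa cells stably expressing EGFP interrupted by mutant beta-globin intron 2 (IVS2-654), 500/well in 2% FCS. Treated with compound for 2 days at 37C. Splicing correction scored as total well GFP intensity (488 nm excitation, 500-520 nm emission); 500 nM antisense PNA served as control.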
# Epigenetic mod – qHTS Assay for Epigenetic Modulators; mouse C127i GFP locus derepression, cytometry, 30 h; Potency, µM (highest dose often 46.1 µM), for the others: at the highest dose GFP derepression (activation); 68,000 tested, 0.09% active; AID 597, 2007; note: % of control where 0% means no effect
#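 Locus derepression in mouse mammary C127i cells whose integrated CMV-GFP reporter is normally silent; GFP expression after 30 h compound treatment was quantified by counting fluorescent cells.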
# * marks the source's active call; other numbers are inactive results; ? = inconclusive; nt = no result given; [ ] = dose if it differs, or a comment. Unless noted, calls come from the whole dose curve; as a rule, active = well fitted curve in the direction sought with a large enough effect; inconclusive = small, poorly fitted or top-dose-only effect, or another doubt; inactive = no such curve, though single readings can be large; an effect the other way counts as inactive or inconclusive. Some of the compounds tested; rates above refer to the full screens.
# Value order – BRCT inh red	BRCT inh green	HADH2 inh	DNA Pol III inh	USP2a inhib	15-hLO inh	Ub-GFP proteasome	Hsp90 Hop PPI	CRE Fsk mod	HBB splice mod	Epigenetic mod
CCN(C(=O)CCc1nc(-c2ccc(OC)cc2)no1)c1cc(OC)ccc1OC
 : -1.4%	-2.7%	1%	-2%	-2%	2%	-4%	7%	?	2.6%	0%
CC(C)(C)n1ncc2c(=O)n(CC(=O)NC3CCCCC3)cnc21
 : -0.2%	-2.1%	2%	0%	1%	-4%	2%	-3%	?	0.1%	0%
COc1cccc(NS(=O)(=O)c2ccc3[nH]cc(C(=O)NCCN4CCOCC4)c(=O)c3c2)c1
 : -0.7%	1.1%	-4%	-4%	11%	1%	6%	-1%	?	0.7%	1%
Cn1c(=O)c2c(nc(N3CCCCCC3)n2CC(O)COc2ccccc2)n(C)c1=O (configuration not stated)
 : -0.8%	-1.5%	-8%	0%	6%	-6%	-3%	0%	4%	nt	0%
COc1ccc(N2CCN(C(=O)Cc3nn(C)c(=O)c4ccccc34)CC2)cc1
 : 0.3%	0.2%	-9%	-8%	-1%	-6%	0%	-4%	3%	-1.2%	-3%
c1ccc2c(-n3cccn3)cccc2c1
 : 0.2%	1.6%	5%	-2%	-2%	-26%	-6%	6%	5%	-1.8%	-2%
CCOc1ccc2nc(NC(=O)CN3CCC(n4nnc5cc(F)ccc54)CC3)sc2c1
 : -3.0%	1.7%	-16%	0%	24%	-7%	2%	-7%	?	0.9%[57.5 µM]	3%
CCN1C(=O)c2ccccc2S(=O)c2ccc(C(=O)N3CCCC3)cc21 (configuration not stated)
 : -0.8%	1.0%	6%	-1%	nt	8%	-3%	3%	10%	0.6%	-3%
Cc1cc(C)n(-c2nncc(-c3ccccc3)n2)n1
 : 1.4%	-5.2%	-10%	-5%	0%	-3%	15%	-27%	27%	-0.7%[9.22 µM]	0%
O=C(NCc1ccco1)C(c1ccc(F)cc1)N(Cc1cccnc1)C(=O)Cn1nnc2ccccc21 (configuration not stated)
 : -1.5%	-0.1%	3%	-7%	19%	5%	-6%	-7%	?	-3.9%	1%
COc1ccc(CCNC(=O)C2CCCN(Cc3nc(-c4cccc(Cl)c4)oc3C)C2)cc1OC (configuration not stated)
 : 0.0%	-0.6%	-6%	-5%	55%[activator]	-7%	-4%	-1%	-3%	-1.0%	-1%
O=C(Nc1cccnc1)c1c(F)cccc1F
 : 0.7%	0.7%	20%	-7%	-4%	3%	-4%	-3%	-3%	1.2%	-2%
c1ccc(-c2nc(NCc3cccnc3)c3oc4ccccc4c3n2)cc1
 : 0.8%	2.3%	-19%	-3%	-26%	3%	nt	1%	12%	0.5%[0.369 µM]	6%
N=C(N)SCc1cc(Cl)cc(Cl)c1O
 : -0.6%[15.4 µM]	-5.8%[15.4 µM]	-15%[11.4 µM]	-7%[11.4 µM]	nt	-6%[11.4 µM]	-3%[9.17 µM]	-1%[11 µM]	1%[7.6 µM]	3.7%[9.22 µM]	0%[9.22 µM]
Cc1ccc(S(=O)(=O)Cn2nnnc2CN(Cc2ccco2)Cc2cccs2)cc1
 : -0.3%	-1.6%	-5%	10%	155%[activator]	-7%	-5%	10%	-8%	nt	-1%
O=S(=O)(c1ccc2c(c1)OCCO2)N1CCC(n2cnc3cc(F)ccc32)CC1
 : 0.0%	1.3%	5%	-2%	54%[activator]	-7%	-2%	-2%	?	-0.3%	1%
O=S(=O)(NCCSc1ccccc1)c1ccc(F)cc1
 : -2.9%	0.5%	-10%	-4%	6%	-4%	-3%	7%	-3%	-0.5%	-3%
Cc1ccccc1-c1nc(CN2CCC(C(=O)NCCC3=CCCCC3)CC2)c(C)o1
 : -0.3%	-2.1%	-12%	3%	19%	-5%	-5%	-2%	?	1.0%[1.84 µM]	0%
CCOCCCNC(=O)C(NC(=O)CC1NC(=O)NC1=O)c1ccc(Cl)cc1 (configuration not stated)
 : -0.2%	-4.3%	2%	-7%	4%	-3%	8%	-5%	2%	-0.3%	1%
O=C(Nc1ccc(F)cc1F)N1CCN(C/C=C/c2ccccc2)CC1
 : -0.3%	0.5%	-2%	0%	nt	-7%	7%	-6%[2.3 µM]	0%	-0.8%	nt
NC(=O)CSc1nnc(-c2ccncc2)n1CCc1ccccc1
 : 0.1%	-2.6%	-13%	-4%	-3%	9%	-4%	-1%	-2%	nt	1%
Cc1c(NC(=O)C2CCN(S(=O)(=O)c3ccccc3)CC2)c(=O)n(-c2ccccc2)n1C
 : -0.3%	-0.2%	3%	-2%	-8%	2%	24%	-2%	4%	-1.1%	0%
COc1cccc(OCC(=O)Nc2ccc(OC)c(OC)c2)c1
 : 0.6%	-0.3%	0%	-7%	2%	5%	13%	-4%	?	0.0%	3%
CCOC(=O)C1CCCN(CCC(C)c2ccccc2)C1 (configuration not stated)
 : -0.2%	-1.6%	7%	-2%	7%	-2%	-1%	-1%	4%	0.0%	0%
O=C(NCc1ccco1)C(C(=O)c1ccc(F)cc1)n1ccccc1=O (configuration not stated)
 : -0.9%	-2.4%	-3%	-2%	13%	2%	6%	-5%	-4%	-3.0%	-3%
CC(=O)Nc1ccc(NC(=O)c2ccco2)cc1
 : -0.4%	-1.3%	-6%	-3%	-7%	1%	-1%	-3%	1%	-0.6%[9.22 µM]	-2%
O=C(CSc1nnnn1-c1ccccc1)Nc1nsc(-c2ccc(Cl)cc2)n1
 : 1.5%	0.9%	?	2%	-13%	-23%	-1%	-7%	13%	-1.0%	0%
COc1ccc(CCNC(=O)c2cc3sccc3n2C)cc1OC
 : -1.6%	-0.4%	-11%	1%	18%	-8%	10%	-7%	7%	nt	1%
COc1ccc(-c2nc(C#N)c(NCC3CCCO3)o2)cc1 (configuration not stated)
 : -2.0%	-2.9%	32µM*	-10%	-12%	4%	9%	-6%	11%	-1.4%	6%
CC1CCc2cc(F)ccc2N1C(=O)CN1C(=O)c2ccccc2C1=O (configuration not stated)
 : 0.3%	0.7%	7%	-2%	8%	3%	1%	-3%	-11%	-0.2%	7%
O=c1c(CCc2ccccc2)nc2cnc(N3CCNCC3)nc2n1Cc1ccc(F)cc1
 : 0.0%	10%	-7%	-4%	132%[activator]	-2%	-6%	-4%	?	-0.4%	5%[9.22 µM]
O=C(CSc1nnc(-c2ccncc2)o1)Nc1ccccc1Cl
 : -1.5%	-1.3%	-2%	-3%	-2%	5%	-4%	-3%	?	10%	-1%
Cc1cc2c(c(Sc3ccccc3)n1)C(=O)OC2
 : -1.3%	1.0%	-6%	3%	-2%	-1%	13%	5%	?	2.0%	1%
C[C@@H](Cc1ccccc1)Nc1ncnc2c1ncn2[C@@H]1O[C@@H](CO)[C@H](O)[C@@H]1O
 : -1.4%	-3.8%	9%	-11%	5%	-23%	1%	-15%	-7%	2.6%	0%
